Screens as filed in PubChem.
HEK293 NOD2/NF-kB: NOD2 signaling inhibitors, cell-based, luminescence, uHTS, HEK293 (AID 1566) | HEK293 NOD2/NF-kB luciferase reporter, luminescence; higher % means a stronger effect | inhibition, % at 4 µM, or EC50 in µM where a hit was titrated | 0.63% of 290,000 active; also: many of its hits are not listed in these tables
NTR1 ag: agonists of NTR1, primary screen, imaging, U2OS cells, beta-arrestin-GFP, high content (AID 493036). P30989. NTR1-U2OS beta-arrestin-GFP spot imaging, agonist mode. activation, % at 20 µM. 0.17% of 330,000 active;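 active = activation at or above 40% of the spot to cytoplasm intensity ratio, with at least 20 cells analyzed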;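 also: 0% = DMSO without peptide and 100% = 100 nM NTR1 peptide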
Target sequence (P30989 whole entry, looked up): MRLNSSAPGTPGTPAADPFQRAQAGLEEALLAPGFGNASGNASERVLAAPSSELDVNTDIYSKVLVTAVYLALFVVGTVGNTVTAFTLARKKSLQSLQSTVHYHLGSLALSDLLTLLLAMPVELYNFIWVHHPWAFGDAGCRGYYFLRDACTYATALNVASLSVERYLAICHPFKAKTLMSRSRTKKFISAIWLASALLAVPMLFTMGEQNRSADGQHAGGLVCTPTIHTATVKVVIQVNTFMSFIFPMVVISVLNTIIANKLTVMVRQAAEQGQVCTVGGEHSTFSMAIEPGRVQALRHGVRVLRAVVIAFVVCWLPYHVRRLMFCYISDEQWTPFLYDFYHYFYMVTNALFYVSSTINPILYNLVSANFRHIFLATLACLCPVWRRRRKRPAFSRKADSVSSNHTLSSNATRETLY
GPR55 antagonists: GPR55 antagonists blocking LPI-driven arrestin recruitment, primary screen, imaging, U2OS, beta-arrestin-GFP, LPI agonist (AID 2013); inhibition, % at 10 µM; hits with a dose series show IC50 in µM; U2OS GPR55 beta-arrestin-GFP translocation imaging, LPI antagonism; higher % means a stronger effect; 0.13% of 290,000 active;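 active = spots per cell inhibited over 60%, with over 100 cells counted and total cytoplasm intensity under 500,000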;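 also: U2OS cells stably carrying GPR55 and arrestin-GFP stimulated by 5 µM LPI near EC80; imaged beta-arrestin-GFP aggregate spots per cell after agonist stimulation; plate controls were LPI-stimulated DMSO wells for no effect and DMSO wells without LPI for full effect; some results filed as inactive read as strong as hits; confirmed hits need IC50 under 10 µM and bright autofluorescent wells are also inconclusive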
KOR beta-arrestin-1: kappa opioid receptor activators – cell-based, luminescence, uHTS, primary screen (AID 1777) | KOR beta-arrestin recruitment, luminescence; higher % means a stronger effect | 0.02% of 280,000 active | one-dose activation, % at 10 µM; EC50 in µM for titrated hits; in the data active = activation above about 50%, passing the limit was not always enough; also: a part of the inactive calls stands beside numbers as strong as those of hits
KOR beta-arrestin-2: KOR antagonists, beta-arrestin recruitment, cell-based, luminescence, uHTS (AID 1778); KOR beta-arrestin recruitment, luminescence, antagonist mode; higher % means a stronger effect; one-dose inhibition, % at 10 µM; IC50 in µM for titrated hits; 0.091% of 290,000 active; also: strong numbers were not always called active
GPR55 beta-arrestin: GPR55 agonists via beta-arrestin recruitment, primary screen, imaging, U2OS cells, beta-arrestin-GFP redistribution (AID 1961) | activation, % at 10 µM, or EC50 in µM where a hit was titrated | 0.048% of 290,000 active | U2OS GPR55 beta-arrestin-GFP redistribution imaging; higher % means a stronger effect;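 active = activation above 40% with more than 50 cells counted in the well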;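 also: U2OS osteosarcoma cells stably expressing GPR55 and beta-arrestin-GFP; plate controls were DMSO negative control for no effect and LPI positive control for full effect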
T cell modulator: T cell immune modulation candidate; 2C CD8+ T cell-vesicle binding, flow cytometry; hits give low values; calls only at 7 µM; 0.068% of 330,000 active;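 active = response, share of CD8 T cells binding vesicles, and their 90th percentile fluorescence all below set limits, cut at about 80% in these data, passing the limit was not always enough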
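Test system: purified 2C TCR transgenic mouse naive CD8+ T cells. Probe or stimulus: QL9-peptide-loaded Drosophila micro-vesicles bearing Ld, ICAM-1 and B7-1. Incubation: binding step 1.5 h, 37 °C, antibody labelling 20 min, ice. Measured by: flow cytometry of vesicle-bound cells.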
NOD1 NF-kB reporter: inhibition of NOD1-driven NF-kB reporter – cell-based, luminescence, uHTS, primary screen (AID 1578); NOD1-driven NF-kB luciferase reporter cells, luminescence; higher % means a stronger effect; inhibition, % at 4 µM, or EC50 in µM where a hit was titrated; 1% of 290,000 active; in the data active = inhibition mostly above about 36%, no sharp cut-off; inactive = mostly below about 34%;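 also: HEK-293T reporter cells stimulated with the NOD1 agonist gamma-tri-DAP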
Myeloid diff 2: myeloid differentiation induction; AID 624256; ER-HoxA9 myeloid progenitors, lysozyme-GFP differentiation, flow cytometry; 1% of 360,000 active; calls only at 10 µM;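 active = normalized GFP-positive differentiation at or above the plate's own cutoff, the solvent-only control mean plus 3 SD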;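 also: cells exposed to compound for four days before flow analysis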
T cell modulator vesicle-bound %: also measured in T cell modulator; calls as there; double positive events, %; measured here: CD8+ vesicle-bound cell fraction;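 binding gate set so that unloaded-vesicle control wells show 10% double positive cells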
NTR1 ag cell count 20 µM: also measured in NTR1 ag; calls as there; cell count; measured here: cell count, cytotoxicity flag
Myeloid diff 2 GFP+ MAC1+ %: recorded beside Myeloid diff 2, whose call it bears; GFP+ MAC1+ double positive, %; measured here: differentiation confirmed by MAC1 staining
* hit, by the source's call; i = inactive; . = not tested or not shown; [ ] = dose if it differs, or a comment. Rule as the data show it, unless noted: active = inhibition above about 50%; inactive = the rest. Only part of the results is shown. The share of hits here may be higher or lower than overall.

SMILES	HEK293 NOD2/NF-kB	NTR1 ag	NTR1 ag cell count 20 µM	GPR55 antagonists	KOR beta-arrestin-1	KOR beta-arrestin-2	GPR55 beta-arrestin	T cell modulator	T cell modulator vesicle-bound %	NOD1 NF-kB reporter	Myeloid diff 2	Myeloid diff 2 GFP+ MAC1+ %
CC(=O)Nc1ccc(S(=O)(=O)N2CCN(S(=O)(=O)c3ccc(NC(C)=O)cc3)CC2)cc1	8%	-1.6	35	1%	-6.3%	13%	-0.2%	i	14	2%	i	0.3
O=C(Nc1nccs1)c1cn(-c2ccccc2)nc1-c1ccccc1	8%	4.3	41	0%	-2.7%	-4%	-0.1%	i	15	6%	i	0.9
Nn1c(SCc2cn3cc(Cl)ccc3n2)nnc1-c1ccncc1	18%	-1.4	23	-13%	-0.5%	-3%	-0.7%	i	46	-24%	i	0.4
CCCCc1ccc(S(=O)(=O)Nc2cc(C)on2)cc1	13%	0.2	50	-5%	-1.1%	6%	-0.2%	i	27	9%	i	14
Cc1cc(C)nc(SCC(=O)Nc2nccs2)n1	2%	1.3	52	-12%	4.4%	-33%	-0.2%	i	18	-22%	i	3.1
CCOC(=O)C1(Cc2ccccc2)CCN(Cc2cc(OC)c3c(c2)OCO3)CC1	-6%	3.4	64	21%	.	-14%[20 µM]	-0.1%	i	58	-18%	i	0.1
CCOC(=O)c1sc(Nc2cccc(C)c2C)nc1C	20%	4.1	80	-4%	-1.7%	3%	0.1%	i	42	-12%	.	.
CC1CCN(CC(=O)N2c3ccccc3CCc3ccccc32)CC1	3%	2.3	72	-6%	-1.5%	27%	0.2%	i	49	-33%	i	0.5
Cc1ccc(-c2cc(-c3nnc(SCC(=O)N(C)CCC#N)n3N)c3ccccc3n2)cc1	-9%	-2.4	80	-9%	1.3%	0%	-1.0%	i	19	-6%	i	0.8
O=C(/C=C/c1ccc(OCCCF)cc1)N1CCOCC1	-21%	0.1	80	3%	-1.2%	-12%	-0.1%	i	13	-18%	i	1.2
COc1ccc(NS(=O)(=O)c2cc(NC(=O)c3cnc(C)cn3)ccc2N2CCCCC2)cc1	-3%	-1.1	72	6%	3.3%	-32%	-0.2%	i	46	17%	i	0.5
CN(C(=O)CSc1nnc(-c2ccc(Cl)cc2)n1CC1CCCO1)C1CCS(=O)(=O)C1 (configuration not stated)	19%	1.2	47	3%	-2.1%	3%	0.1%	i	45	-22%	i	0.2
CCOC(=O)C(=O)C1=CN(Cc2ccccc2)C=C(C#N)C1	12%	-0.2	58	-7%	-1.4%	1%	-0.3%	i	23	-26%	i	0.7
Cc1ccc(C(C(=O)NC2CCCC2)N(CCCO)C(=O)Cn2nnc(-c3ccc(C)o3)n2)cc1 (configuration not stated)	-13%	0.2	58	-16%	1.3%	10%	-0.1%	i	47	-22%	i	0.0
COC(C[C@H]1O[C@H]1[C@H](O)[C@H](C)OCc1ccccc1)OC	10%	13	84	6%	-2.9%	4%	-0.1%	.	.	-1%	i	1.5
COc1cccc(C(=O)Oc2cc(-c3ccccc3)no2)c1	-10%	-0.1	47	-8%	5.3%	-46%	-0.1%	i	39	-30%	i	0.7
CN1C(=O)S/C(=C/c2ccccc2OCc2ccc(C(=O)O)cc2)C1=O	2%	0.8	62	11%	5.6%	-2%	1.4%	i	46	-23%	i	0.1
O=C(NCCN1CCN(c2ccccc2)CC1)c1cccc(Br)c1	8%	4.0	73	1%	-0.5%	13%	-0.1%	i	47	19%	i	0.5
N#CC1=C(N)Oc2c(oc(CO)cc2=O)C1c1cccs1 (configuration not stated)	10%	2.4	92	10%	-3.9%	26%	-0.3%	i	55	10%	i	1.6
COc1cccc(C(=O)C2CCCN(C(=O)CCc3scnc3C)C2)c1 (configuration not stated)	12%	1.6	59	-15%	2.4%	-34%	-0.2%	i	44	15%	i	0.4

By substructure, the entries above with two or more sulfur atoms
SMILES	HEK293 NOD2/NF-kB	NTR1 ag	NTR1 ag cell count 20 µM	GPR55 antagonists	KOR beta-arrestin-1	KOR beta-arrestin-2	GPR55 beta-arrestin	T cell modulator	T cell modulator vesicle-bound %	NOD1 NF-kB reporter	Myeloid diff 2	Myeloid diff 2 GFP+ MAC1+ %
CC(=O)Nc1ccc(S(=O)(=O)N2CCN(S(=O)(=O)c3ccc(NC(C)=O)cc3)CC2)cc1	8%	-1.6	35	1%	-6.3%	13%	-0.2%	i	14	2%	i	0.3
Cc1cc(C)nc(SCC(=O)Nc2nccs2)n1	2%	1.3	52	-12%	4.4%	-33%	-0.2%	i	18	-22%	i	3.1
CN(C(=O)CSc1nnc(-c2ccc(Cl)cc2)n1CC1CCCO1)C1CCS(=O)(=O)C1 (configuration not stated)	19%	1.2	47	3%	-2.1%	3%	0.1%	i	45	-22%	i	0.2

Carrying on:
SMILES	HEK293 NOD2/NF-kB	NTR1 ag	NTR1 ag cell count 20 µM	GPR55 antagonists	KOR beta-arrestin-1	KOR beta-arrestin-2	GPR55 beta-arrestin	T cell modulator	T cell modulator vesicle-bound %	NOD1 NF-kB reporter	Myeloid diff 2	Myeloid diff 2 GFP+ MAC1+ %
CC(OC(=O)c1cc(S(=O)(=O)N(C)C)ccc1N1CCCC1)C(=O)NCc1ccccc1 (configuration not stated)	12%	0.3	76	10%	-0.3%	33%	-0.1%	i	15	-2%	i	0.8
CCOc1cccc(N(C(=O)CCC(=O)Nc2cc(C)on2)C(C(=O)NC(C)(C)C)c2ccc(OC)cc2)c1 (configuration not stated)	2%	2.4	54	-4%	2.0%	-20%	-0.1%	i	40	-12%	.	.
CCCn1cc(SCC(=O)Nc2nnc(C)s2)c2ccccc21	8%	-2.0	74	12%	-5.0%	5%	-0.1%	i	44	-13%	i	3.0
CC(=O)O[C@@H]1C[C@H]2C(C)=C[C@H]3OC(=O)[C@@H](C)[C@H]3C[C@H]2[C@]1(C)O	16%	1.1	94	6%	-0.8%	12%	-0.1%	i	27	-7%	i	4.4
O=C1OC(c2ccc(F)cc2)=C/C1=C\c1ccc([N+](=O)[O-])o1	10%	-0.4	74	15%	5.9%	-20%	0.2%	i	28	21%	.	.
C/C(=N\Nc1nc(C)cc(-c2ccccc2)n1)c1ccccc1	-29%	2.7	69	4%	1.9%	-47%[20 µM]	-0.3%	i	36	-46%	i	0.1
O=C(Nc1nc2ccccc2s1)c1ccc(OCC2CCCO2)cc1 (configuration not stated)	-68%	3.0	46	-6%	-2.5%	-8%	1.6%	i	52	-37%	i	0.0
O=C(CSc1ccc(-c2ccco2)nn1)NCc1ccccc1	-2%	0.7	44	-4%	5.7%	0%	-0.1%	i	54	4%	i	0.6
CCCC(=O)Nc1ccc(-c2nc3cc(C)ccc3o2)cc1	-177%	-0.8	98	-7%	2.6%	-42%	0.0%	i	36	-38%	i	1.6
O=C(Cn1c(=O)oc2cccnc21)Nc1ccc(C(F)(F)F)cc1	14%	0.6	60	3%	-3.1%	15%	-0.3%	i	58	1%	i	0.2
CC(C)=CC(=O)OCC(=O)Nc1cccc([N+](=O)[O-])c1	-5%	-0.3	45	-6%	0.1%	-1%	0.8%	i	44	-3%	i	0.5
COc1nc(OCC#N)nc(N2CCCCC2)n1	7%	0.9	55	-6%	6.1%	-36%	0.0%	i	10	-29%	i	0.1
CCOC(=O)CC1ON(C)C(=O)N1c1ccc([N+](=O)[O-])cc1 (configuration not stated)	-4%	0.9	62	-2%	-1.4%	-19%	-0.2%	i	54	-4%	i	0.4
CSc1c(C#N)c(N)c(C#N)c2c1COC(C)(C)C2	-2%	-0.3	64	-24%	-3.7%	10%	1.2%	i	9	-38%	i	1.3
O=C1C2C3C=CC(CC3)C2C(=O)N1/N=C/c1ccc(O)cc1 (configuration not stated)	-31%	1.8	73	4%	1.1%	-2%	-0.1%	i	19	14%	i	1.5
N#Cc1cnc2sc3ccccc3n2c1=N	-44%	0.8	86	9%	7.9%	-49%	0.2%	i	20	-62%	i	0.4
COc1ccc(-c2nnn(-c3cc(Cl)cc(Cl)c3)c2N)cc1	-4%	1.1	63	2%	1.1%	-22%	-0.1%	i	14	-15%	i	0.0
Cc1cccc(Nc2nnc(SCC(=O)c3ccc(Br)s3)s2)c1C	0%	7.9	67	0%	6.2%	-12%	-0.2%	i	3	38%	i	1.2
COc1ccc(-n2nc([N+](=O)[O-])c(=NCCc3cccc(C)c3)n2O)cc1	9%	-0.9	98	-4%	-0.3%	-44%	0.5%	i	65	-39%	i	0.3
Cc1ccc(S(=O)(=O)NCCCCCC(=O)Nc2ccccc2)cc1	4%	-1.0	33	21%	0.2%	17%	0.5%	i	25	-17%	i	0.2
COc1ccccc1CNC(=O)CCC(=O)N1Cc2cccc(OC)c2Oc2ncccc21	11%	2.3	59	4%	-0.1%	19%	-0.1%	i	28	-20%	i	1.1

Given as a markdown table: 2 of the compounds above
| structure | HEK293 NOD2/NF-kB | NTR1 ag | NTR1 ag cell count 20 µM | GPR55 antagonists | KOR beta-arrestin-1 | KOR beta-arrestin-2 | GPR55 beta-arrestin | T cell modulator | T cell modulator vesicle-bound % | NOD1 NF-kB reporter | Myeloid diff 2 | Myeloid diff 2 GFP+ MAC1+ % |
| --- | --- | --- | --- | --- | --- | --- | --- | --- | --- | --- | --- | --- |
| CC(C)=CC(=O)OCC(=O)Nc1cccc([N+](=O)[O-])c1 | -5% | -0.3 | 45 | -6% | 0.1% | -1% | 0.8% | i | 44 | -3% | i | 0.5 |
| COc1nc(OCC#N)nc(N2CCCCC2)n1 | 7% | 0.9 | 55 | -6% | 6.1% | -36% | 0.0% | i | 10 | -29% | i | 0.1 |
